High-throughput results (PubChem)
MrgX1 antagonist = blocks BAM8-22 activation of human MrgX1 receptor | Q96LB2 | MRGX1-HEK293 calcium flux, Fluo-4, BAM8-22 antagonism; stronger effect = lower value | B-score at 10 µM | 310,000 compounds, 1.3% hits;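 active = calcium-response B-score plate-corrected more than 3 library SD below zero, starting fluorescence within 5 deviations, no agonist response on first addition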;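 note: peak minus trough fluorescence over baseline after final BAM8-22 challenge near maximal dose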
TRPC6 inhibitor = mouse TRPC6 channel inhibition. Q61143. HEK293-TRPC6, membrane potential dye, ACh-evoked depolarization; stronger effect = lower value. B-score at 10 µM. 310,000 compounds, 1.1% hits. AID 2553;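 active = B-score under library mean minus 3 SD, initial fluorescence not abnormally high, positive integrated signal ratio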;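 note: B-score derived from integrated fluorescence ratio over the kinetic read; more negative B-score means stronger inhibition of depolarization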
Target sequence (Q61143 whole entry, looked up): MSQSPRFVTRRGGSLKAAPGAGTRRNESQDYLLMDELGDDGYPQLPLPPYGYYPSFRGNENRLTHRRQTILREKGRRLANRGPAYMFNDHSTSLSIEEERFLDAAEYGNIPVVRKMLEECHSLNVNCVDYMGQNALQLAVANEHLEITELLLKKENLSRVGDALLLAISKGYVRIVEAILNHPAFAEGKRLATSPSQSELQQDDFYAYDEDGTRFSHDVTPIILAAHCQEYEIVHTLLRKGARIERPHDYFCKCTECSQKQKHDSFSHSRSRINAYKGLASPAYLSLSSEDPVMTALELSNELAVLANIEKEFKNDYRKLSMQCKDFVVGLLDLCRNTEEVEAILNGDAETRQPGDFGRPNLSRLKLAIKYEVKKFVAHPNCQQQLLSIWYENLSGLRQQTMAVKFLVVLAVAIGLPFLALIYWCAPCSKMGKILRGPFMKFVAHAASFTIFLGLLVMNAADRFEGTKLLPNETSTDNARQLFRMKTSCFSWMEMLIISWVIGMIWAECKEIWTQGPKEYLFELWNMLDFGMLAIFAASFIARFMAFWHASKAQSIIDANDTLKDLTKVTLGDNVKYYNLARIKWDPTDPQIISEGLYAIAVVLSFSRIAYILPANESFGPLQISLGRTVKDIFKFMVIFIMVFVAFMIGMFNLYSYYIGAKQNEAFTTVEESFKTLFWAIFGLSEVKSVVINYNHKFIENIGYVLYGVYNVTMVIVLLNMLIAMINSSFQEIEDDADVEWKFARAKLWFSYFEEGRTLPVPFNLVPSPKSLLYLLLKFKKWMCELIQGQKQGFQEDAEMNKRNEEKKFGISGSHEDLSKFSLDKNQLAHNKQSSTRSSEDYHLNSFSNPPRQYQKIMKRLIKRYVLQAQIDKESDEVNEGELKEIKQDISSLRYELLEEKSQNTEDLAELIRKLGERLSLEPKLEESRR
TRPC4 act = activators of mouse TRPC4 channel; HEK293 TRPC4beta/mu-opioid, Fluo4 calcium fluorescence; stronger effect = higher value; Q9QUQ5; 310,000 compounds, 0.49% hits; B-score at 10 µM;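 active = B-score above 5 SD of library B-scores, and initial fluorescence ratio not above library mean plus 5 SD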;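 note: positive B-score marks a calcium rise read as TRPC4 activation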
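Test system: HEK293 cells stably co-expressing mouse TRPC4beta and mu-opioid receptor | Schedule: Fluo4 dye loading 45 min at room temperature, 110 s recording | Measured by: Kinetic Fluo4 calcium fluorescence, 5 s baseline at 1 Hz | Evaluation: B score of integrated ratio | Controls: Buffer (low) and maximal DAMGO (high)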
RGS4 block = inhibitors of human RGS4; HEK293 M3R/RGS4 inducible, Fluo-4 calcium flux; stronger effect = higher value; triggered by carbachol at its EC20; P49798; B-score at 10 µM; 310,000 compounds, 0.45% hits;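 active = B-score, a plate-corrected calcium signal, over three deviations above library mean, with baseline fluorescence within five deviations of library mean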;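 note: RGS4 expression induced by doxycycline in cells with stable M3 receptor; B-score is computed from the integrated fluorescence ratio over baseline after carbachol; higher B-score means a larger calcium signal and so more RGS4 inhibition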
Target sequence (P49798 whole entry, looked up): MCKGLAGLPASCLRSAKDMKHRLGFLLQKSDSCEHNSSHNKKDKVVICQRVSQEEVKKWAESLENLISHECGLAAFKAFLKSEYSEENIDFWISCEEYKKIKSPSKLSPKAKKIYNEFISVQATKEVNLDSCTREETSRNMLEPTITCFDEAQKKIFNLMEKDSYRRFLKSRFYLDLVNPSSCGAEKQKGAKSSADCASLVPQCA
MrgX1 allo act = allosterically activates human MrgX1 receptor signaling. MrgX1-HEK293, Fluo-4 calcium flux, FDSS; stronger effect = higher value. B-score at 10 µM. Q96LB2. 310,000 compounds, 0.63% hits. AID 588675;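 active = plate-corrected calcium response at least 3 library SD above typical, normal starting fluorescence, not activating the receptor alone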;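 note: compound read alongside a low EC10 to EC30 dose of BAM8-22 agonist; peak minus trough fluorescence over baseline measured at the second addition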
MrgX1 ag = human MrgX1 receptor agonism, primary screen. B-score at 10 µM. 310,000 compounds, 0.44% hits. AID 588627. MrgX1-HEK293 cells, Fluo-4 calcium fluorescence, agonist mode; stronger effect = higher value. Q96LB2;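 active = calcium response B-score plate-corrected fluorescence ratio at least 3 library SD, with starting fluorescence B-score inside 5 SD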
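System: HEK293 cells stably expressing human MrgX1 receptor; Dosing: test compound in the initial addition of three; Schedule: overnight plating, then 30 min 37 °C plus 30 min room-temperature dye loading; Detection: kinetic calcium dye fluorescence, Fluo-4 NW; Controls: per-plate positive and negative controls for Z′ factor.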
TRPC4 block = blocks the mouse TRPC4 cation channel | Q9QUQ5 | HEK293 TRPC4beta/mu-opioid, DAMGO-evoked Fluo4 calcium flux; stronger effect = lower value | B-score at 10 µM | 300,000 compounds, 0.39% hits | AID 2247;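 active = B-score over 3 SD under the library average, no early fluorescence shift, positive overall ratio signal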
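Material: HEK293 cells with stable TRPC4beta plus mu-opioid receptor expression / Probe or stimulus: DAMGO in two steps, submaximal then maximal / Compound: single concentration per test compound / Technique: kinetic Fluo4 fluorescence imaging of calcium influx / Read-out: per-well B score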
TMEM16A inh = blocks the mouse calcium-activated chloride channel TMEM16A | 310,000 compounds, 1.2% hits | normalized B-score (activity score, 25-100; higher = stronger inhibition) at 10 µM | Q8BHY3 | AID 588511 | HEK293 TMEM16A/YFP iodide influx fluorescence, ionomycin;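 active = ratio plate-corrected score three or more library SD toward inhibition, starting fluorescence score within five deviations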;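 note: score derived from kinetic fluorescence span divided by baseline fluorescence per well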
TRPC6 activator = mouse TRPC6 channel activation | 310,000 compounds, 0.13% hits | B-score at 10 µM | HEK293-TRPC6 membrane potential dye fluorescence; stronger effect = higher value | Q61143;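 active = B-score of the integrated fluorescence ratio above library mean plus 3 SD, and starting fluorescence ratio within library mean plus 5 SD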;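 note: higher score means more depolarization so channel activation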
ANO1 activ = mouse TMEM16A channel activation, primary screen; 340,000 compounds, 0.3% hits; Q8BHY3; HEK293 TMEM16A/YFP-H148Q/I152L, iodide quench fluorescence; stronger effect = lower value; B-score at 10 µM;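 active = fluorescence-ratio B-score plate-corrected deviation score at least 3 library SD below zero, with starting fluorescence score within 5 deviations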;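 note: channel opened by trigger with iodide after compound preincubation; score built on the fluorescence ratio of max minus min over baseline; more negative score means more quench and so TMEM16A activation or potentiation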
TRPC4 PAM = allosterically enhances the mouse TRPC4 cation channel | HEK293 TRPC4beta/mu-opioid, DAMGO EC20, Fluo-4 Ca2+ flux; stronger effect = higher value | B-score at 10 µM | 310,000 compounds, 0.42% hits | Q9QUQ5;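 active = B-score of calcium response area above 5 SD of library B-scores, with initial fluorescence ratio within 5 SD of library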;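 note: B-score of integrated fluorescence ratio over time as area under calcium response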
Starred values were filed as active, the others as inactive; i = inactive; x = not tested or not shown. Compounds were not picked by outcome, and some 5.8% of all compounds hit somewhere here.

SMILES | MrgX1 antagonist | TRPC6 inhibitor | TRPC4 act | RGS4 block | MrgX1 allo act | MrgX1 ag | TRPC4 block | TMEM16A inh | TRPC6 activator | ANO1 activ | TRPC4 PAM
COc1ccc(Cl)cc1NC(=S)NCCc1c[nH]c2ccccc12 | i | i | i | i | i | i | i | i | i | i | i
Cc1ccccc1CN1CCN(C(=O)c2ccco2)CC1 | i | i | i | i | i | i | i | i | i | i | i
O=C(Nc1cccc2ncccc12)c1ccc(-c2ccc(Br)cc2)o1 | i | i | i | i | i | i | i | i | i | i | i
O=C(CCC1N=C2c3ccccc3N=C(SCc3ccc(F)cc3)N2C1=O)NCc1ccco1 (configuration not stated) | i | i | i | i | i | i | i | i | i | i | i
CCCc1nc2c(sc3nc4c(cc32)COC(C)(C)C4)c(=O)n1CCN(C)C | i | i | i | i | i | i | i | i | i | i | i
Cc1nc(SCC(=O)N2CC(=O)Nc3ccccc32)c2c(C)c(C)sc2n1 | i | i | i | i | i | i | i | i | i | i | i
N#Cc1c(-c2ccco2)cc(-c2cccnc2)nc1N | i | i | i | i | i | i | i | i | i | i | i
Clc1ccc(OCCSc2ncccn2)c(Br)c1 | i | i | i | i | i | i | i | i | i | i | i
O=C(Nc1cccc(S(=O)(=O)N2CCOCC2)c1)C1=NN(c2ccccc2)C(=O)CC1 | i | i | i | i | i | i | i | i | i | i | i
CC(=O)c1cccc(S(=O)(=O)NCC(c2ccco2)N2CCCCC2)c1 (configuration not stated) | i | i | i | i | i | i | i | i | i | i | i
COc1ccc(NC2CCCN(C(=O)CSc3ccncc3)C2)cc1 (configuration not stated) | i | i | i | i | i | i | i | i | i | i | i
Cc1c(CN(C)C(=O)CSc2nc(-c3ccco3)cc(C(F)(F)F)n2)cnn1C | i | i | i | i | i | i | i | i | i | i | i
COc1ccc(CNC(=O)CCn2ccc3cc(S(=O)(=O)N4CCCC4)ccc32)cc1 | i | i | i | i | i | i | i | i | i | i | i
O=C(Nc1cccnc1Cl)c1ccc(Cl)c([N+](=O)[O-])c1 | i | i | i | i | i | i | i | i | i | i | i
O=C(NCc1ccccc1)C1CCCN(C(=O)Nc2ccccc2)C1 (configuration not stated) | i | i | i | i | i | i | i | i | i | i | i
Cc1ccc(CN2CCc3c(OCC(=O)Nc4cccc(C)c4C)cccc3C2=O)cc1 | i | i | i | i | i | i | i | i | i | x | i
C=C(C)C(=O)Nc1cccnc1Oc1ccc(F)cc1 | i | i | i | i | i | i | i | i | i | i | i
CCO/C=C1/C(=O)N(c2ccc(OC)cc2)C(=O)c2ccccc21 | i | i | i | i | i | i | i | i | i | i | i
COc1cccc(C2CCCCN2Cc2nc(-c3ccc(C)o3)oc2C)c1 (configuration not stated) | i | i | i | i | i | i | i | i | i | i | i
O=C(NNc1ncc(C(F)(F)F)cc1Cl)c1ccc(Cl)c(Cl)c1 | i | i | i | i | i | i | i | i | i | i | i
CCOC(=O)C1=C(O)C(=O)N(c2ccc(S(N)(=O)=O)cc2)C1c1ccc(OC)cc1OC (configuration not stated) | i | i | i | i | i | i | i | i | i | i | i
CCc1c(C(C)O)oc2ccc3c(C)cc(=O)oc3c12 (configuration not stated) | x | i | i | i | x | x | i | x | i | x | i
Cc1cc(C)cc(-n2c(=O)c3ccccc3n(CC(=O)NCC3CCCO3)c2=O)c1 (configuration not stated) | i | i | i | i | i | i | i | i | i | i | i
O=C(Nc1cccc(NC(=O)c2ccccc2[N+](=O)[O-])c1)c1ccccc1Cl | i | i | i | i | i | i | i | i | i | i | i
Cc1ccc(S(=O)(=O)N2CCC(NC(=O)OC(C)C)CC2)cc1 | i | i | i | i | i | i | i | i | i | i | i
COc1ccc(NC(=O)CSc2nncn2C)c([N+](=O)[O-])c1 | i | i | i | i | i | i | i | i | i | i | i
Cc1ccsc1C(=O)NNC(=S)NC1CCCCC1 | i | i | i | i | i | i | i | i | i | i | i
Cc1ccc(NC(=O)C2CCCN2C(=O)OCc2ccccc2)cc1F (configuration not stated) | i | i | i | i | i | i | i | i | i | i | i
COCCNC(=O)C1=C(N)C(C(=O)Nc2ccc(C)c(S(=O)(=O)N3CCCCC3)c2)SC1=Nc1ccc(C)cc1C (configuration not stated) | i | i | i | i | i | i | i | i | i | i | i
Cc1ccn2c(c1)nc(=S)n2C(=O)c1ccco1 | i | i | i | i | i | i | i | i | i | x | i
O=C1CC(c2ccc(F)cc2)Cc2nc(NCC3CCCO3)ncc21 (configuration not stated) | i | i | i | i | i | i | i | i | i | i | i
CC(=O)N1CCN=C1SCc1cccc(C(F)(F)F)c1 | i | i | i | i | i | i | i | i | i | i | i
CCOC(=O)N1CCN(C(=O)/C=C/c2ccc([N+](=O)[O-])cc2)CC1 | i | i | i | i | i | i | i | i | i | i | i
O=[N+]([O-])c1ccccc1N(CC1CO1)S(=O)(=O)c1ccccc1 (configuration not stated) | i | i | i | i | i | i | i | i | i | i | i
O=C1c2ccccc2C(=O)C12OC2c1ccc(Cl)cc1Cl (configuration not stated) | i | x | x | x | i | i | x | i | x | i | x
CCC(CC)C(=O)c1c[nH]c(C(=O)N2CCN(c3ccccc3F)CC2)c1 | i | i | i | i | i | i | i | i | i | i | i
Cc1ccccc1NC(=O)C(C)OC(=O)c1ccccc1C(=O)N(C)c1ccccc1 (configuration not stated) | -5.74* | i | i | i | i | i | i | i | i | i | i
CN(C)c1ccc(-n2cc3c(=O)n(C)c(=O)n(C)c3c2)cc1 | i | i | i | i | i | i | i | i | i | i | i
CC(=O)Nc1ccc(Br)c(Cl)c1 | i | i | i | i | i | i | i | i | i | i | i
COc1ccc(NC(=S)/N=C(\N)Nc2nc(C)c3ccccc3n2)cc1 | i | i | i | i | i | i | i | i | i | i | i
Cc1ccc[n+](CC(=O)c2ccc(NC(=O)c3ccccc3)cc2)c1C | i | i | i | i | i | i | i | i | i | i | i
CCOC(=O)N1CCC(NC(=O)c2ccc3c(c2)sc2nc(-c4ccc(OC)cc4)cn23)CC1 | i | i | i | i | i | i | i | i | i | x | i
CC(C)C[C@H](NC(=O)c1[nH]cnc1C(=O)Nc1ccc(CNC(=O)OC(C)(C)C)cc1)C(=O)OCc1ccccc1 | i | i | i | i | i | i | i | i | i | i | i
COc1ccc(CCN(Cc2ccccn2)C(=S)Nc2cccc(SC)c2)cc1OC | i | i | i | i | i | i | i | i | i | i | i
O=C(Nc1nnc(-c2cccnc2)o1)c1cccc(Cl)c1 | i | i | i | i | i | i | i | i | i | i | i
CC(C)(C)NC(=O)N1CCN(c2ncccc2C(F)(F)F)CC1 | i | i | i | i | i | i | i | i | i | i | i
CC1CCCCC1N(C)C1CCN(C(=O)CNC(=O)/C=C/c2cccc(Cl)c2)CC1 (configuration not stated) | i | i | i | i | i | i | i | i | i | i | i
CCn1c(SCc2ccc(C)cc2)nnc1C1CCN(S(=O)(=O)c2ccc(OC)cc2)CC1 | i | i | i | i | i | i | i | i | i | i | i
O=S(=O)(c1ccc(S(=O)(=O)N2CCCN(Cc3ccccc3)C2)cc1)N1CCCCCC1 | i | i | i | i | i | i | i | i | i | i | i
COc1ccc(-c2noc(N3CCC(C(=O)Nc4ccccc4Cl)CC3)n2)cc1 | i | i | i | i | i | i | i | i | i | i | i
(cont.)
SMILES | MrgX1 antagonist | TRPC6 inhibitor | TRPC4 act | RGS4 block | MrgX1 allo act | MrgX1 ag | TRPC4 block | TMEM16A inh | TRPC6 activator | ANO1 activ | TRPC4 PAM
O=C(COc1ccc(/C=N/NC(=O)c2ccccc2O)cc1)Nc1ccccc1 | i | i | i | i | i | i | i | i | i | i | i
CN(CC(=O)Nc1ccc(Br)cc1)Cc1ccccc1 | i | i | i | i | i | i | i | i | i | i | i
Cc1c(C(=O)N/N=C/c2cccc(O)c2)nnn1-c1nonc1N | i | i | i | i | i | i | i | i | i | i | i
Cc1cc(=O)oc2cc(Oc3ccc(C(N)=O)cc3[N+](=O)[O-])ccc12 | i | i | i | i | i | i | i | i | i | i | i
CCOC(=O)c1ccc(NC(=O)C2CCN(S(=O)(=O)c3ccccc3)CC2)cc1 | i | i | i | i | i | i | i | i | i | i | i
O=C(CCCCn1c(=O)c2ccccc2n(Cc2ccc(Cl)cc2)c1=O)NCc1ccco1 | i | i | i | i | i | i | i | i | i | i | i
Cc1ccccc1OCCC(=O)N1CCN(S(=O)(=O)c2ccccc2F)CC1 | i | i | i | i | i | i | i | i | i | i | i
Cc1ccc(CNC(=O)C2CCN(S(=O)(=O)c3cccnc3)CC2)cc1 | i | i | i | i | i | i | i | i | i | i | i
CCOC(=O)c1cnc(SC)nc1Oc1cccc(NS(=O)(=O)c2ccccc2)c1 | i | i | i | i | i | i | i | i | i | i | i
Nc1c(Cl)cc(C2=NCCn3c2c2ccc([N+](=O)[O-])cc2[n+]3[O-])cc1Cl | i | i | i | i | i | i | i | i | i | i | i
CCOc1ccc(/C=N/NC(=O)c2ccoc2C)cc1OC | i | i | i | i | i | i | i | i | i | i | i
COc1ccccc1NC(=O)Cc1noc(CSc2nnc(C)s2)n1 | i | i | i | i | i | i | i | i | i | i | i
COC(=O)c1cc(-c2c(-c3cc(OC)c(OC)c(OC)c3)noc2C)cc([N+](=O)[O-])c1 | i | i | i | i | i | i | x | i | i | i | i
CCn1c(SCC(=O)NC2CC2)nnc1-c1ccc(C)cc1 | i | i | i | i | i | i | i | i | i | i | i
COc1ccc(N=Cc2[nH]c3ccccc3c2O)cc1 | i | i | i | i | i | i | i | i | i | -7.59* | i
Cc1ccc(-c2nn(-c3ccccc3)cc2CNCc2ccccc2)cc1 | i | i | i | i | i | i | i | i | i | i | i
CCN(c1ccc(NC(=O)CCNC(=O)c2ccco2)cc1)C(C)C | i | i | i | i | i | i | i | i | i | i | i
O=C(Nc1ccc2c(c1)nc1n2CCN(Cc2ccccc2)C1)NC1CCCCC1 | i | i | i | i | i | i | i | i | i | i | i
